# Screening data as filed in PubChem.
# CCR6 antag: CCR6 (human) receptor antagonism | CHO-K1 CCR6 PathHunter beta-arrestin, luminescence, CCL20-stimulated | inhibition, % at 20 µM | 340,000 compounds, 0.49% hits;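 active = compounds whose inhibition of the agonist-driven luminescence signal at 20 µM reaches about 50%, limit read from the data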;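 also: cells stimulated with CCL20 at 14 nM final; plate controls were DMSO with CCL20 for no effect and DMSO without agonist for full effect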
# Gli-Sufu antag: blocks Gli-Sufu signaling in a luciferase reporter; Sufu-KO-LIGHT fibroblasts, Gli luciferase reporter luminescence; inhibition, % at 5 µM; 340,000 compounds, 0.74% hits; AID 588413;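 active = inhibition above about 55%, limit read from the data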;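 also: 0% = DMSO-treated cells and 100% = wells with medium but no cells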
# 697 NFkB inh: inhibitors of the PMA/ionomycin-induced NF-kB reporter in 697 B cells | inhibition, % at 4 µM | 697 B-cell NF-kB luciferase reporter, 16 h | 330,000 compounds, 0.33% hits; in the data active = inhibition above about 35%
# EBI2 antag: antagonists of human EBI2 receptor; P32249; EBI2 beta-arrestin recruitment, luminescence, 7a,25-OHC stimulated; inhibition, % at 5 µM; 360,000 compounds, 0.81% hits; in the data active = inhibition above about 38%;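 also: enzyme fragment complementation signal reports receptor beta-arrestin coupling in cells; 0% = agonist plus DMSO wells and 100% = wells without agonist; some results beyond the cut were filed as inactive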
# Apaf1 inhib: human Apaf-1 inhibition; reconstituted apoptosome caspase-3 activity, DEVD-Rh110 fluorescence; inhibition, % at 20 µM; 330,000 compounds, 0.71% hits; active = inhibition of at least 40% at 20 µM;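 also: plate controls were DMSO wells for no effect and DEVD-CHO caspase inhibitor wells for full effect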
# Target sequence (O14727 whole entry, looked up): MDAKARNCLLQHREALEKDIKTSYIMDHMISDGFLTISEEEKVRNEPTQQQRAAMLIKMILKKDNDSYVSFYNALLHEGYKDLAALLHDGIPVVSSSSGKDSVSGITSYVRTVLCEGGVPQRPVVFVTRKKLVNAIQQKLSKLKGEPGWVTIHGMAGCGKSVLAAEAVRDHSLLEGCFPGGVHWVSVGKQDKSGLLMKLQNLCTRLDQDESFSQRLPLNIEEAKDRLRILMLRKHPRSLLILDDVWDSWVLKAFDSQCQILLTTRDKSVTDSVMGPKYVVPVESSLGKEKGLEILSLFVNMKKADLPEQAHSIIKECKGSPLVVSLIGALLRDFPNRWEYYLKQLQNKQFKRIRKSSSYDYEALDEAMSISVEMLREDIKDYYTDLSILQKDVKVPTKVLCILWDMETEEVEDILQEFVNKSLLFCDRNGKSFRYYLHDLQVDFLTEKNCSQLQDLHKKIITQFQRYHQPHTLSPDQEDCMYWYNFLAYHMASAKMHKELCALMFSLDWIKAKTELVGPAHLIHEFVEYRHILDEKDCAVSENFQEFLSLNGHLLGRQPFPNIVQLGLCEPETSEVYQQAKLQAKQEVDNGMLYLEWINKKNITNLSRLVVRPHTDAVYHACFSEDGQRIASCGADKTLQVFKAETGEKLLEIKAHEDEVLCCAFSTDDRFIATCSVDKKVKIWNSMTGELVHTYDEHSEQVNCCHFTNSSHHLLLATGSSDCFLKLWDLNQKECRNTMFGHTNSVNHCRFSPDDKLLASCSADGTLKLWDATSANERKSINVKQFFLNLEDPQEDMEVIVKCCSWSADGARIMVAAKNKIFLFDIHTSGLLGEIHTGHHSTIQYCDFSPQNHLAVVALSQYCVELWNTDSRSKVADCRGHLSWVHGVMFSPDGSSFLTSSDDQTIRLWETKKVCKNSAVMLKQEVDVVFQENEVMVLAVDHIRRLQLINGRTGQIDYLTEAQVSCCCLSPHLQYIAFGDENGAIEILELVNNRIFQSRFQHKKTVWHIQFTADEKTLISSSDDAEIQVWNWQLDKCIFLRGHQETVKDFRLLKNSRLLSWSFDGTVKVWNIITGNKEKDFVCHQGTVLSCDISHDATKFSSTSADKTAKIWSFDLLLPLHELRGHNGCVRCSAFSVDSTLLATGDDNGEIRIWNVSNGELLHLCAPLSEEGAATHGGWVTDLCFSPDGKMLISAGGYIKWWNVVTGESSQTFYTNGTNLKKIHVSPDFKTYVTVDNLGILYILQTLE
#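 Material: biochemical Apaf-1 apoptosome reconstitution. Medium: Hepes buffer, pH 7.5. Also added: cytochrome c activation, bis-DEVD rhodamine 110 substrate. Timing: 30 min compound preincubation, 50 min activation, room temperature. Measured by: rhodamine 110 fluorescence at Ex 480/Em 540 nm.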
# UBC13 inh: inhibitors of human UBC13 polyubiquitin chain formation. TR-FRET. inhibition, % at 20 µM. 330,000 compounds, 0.47% hits. AID 485273; in the data active = inhibition above about 45%, passing the limit was not always enough
# Jurkat NFkB inh: lowers PMA/ionomycin-induced NF-kB signal in Jurkat cells | PMA/ionomycin-induced NF-kB luciferase reporter, luminescence | inhibition, % at 4 µM | 330,000 compounds, 0.53% hits | AID 435003
# SENP8 block: SENP8 protease inhibition | AID 2540 | 330,000 compounds, 1.2% hits | purified SENP8, Z-RLRGG-aminoluciferin cleavage, luminescence | inhibition, % at 10 µM | Q96LD8
# Numbers without * were called inactive; x = not tested or not shown. Rule as the data show it, unless noted: active = inhibition above about 50%; inactive = the rest. These rows are one share of the data; the hit share may differ from the screen's.
nr	structure	SENP8 block	697 NFkB inh	EBI2 antag	Jurkat NFkB inh	Apaf1 inhib	CCR6 antag	Gli-Sufu antag	UBC13 inh
1	Cc1ccc(C(=O)NC2CCCCC2)cc1S(=O)(=O)N1CCCC1	1	-18	-10	-2	14	24	-2	-1
2	CNC(=O)Nc1cccc(C(F)(F)F)c1	0	3	-1	2	4	-8	1	-7
3	Cc1ccc(S(N)(=O)=O)c(C)c1-n1cnnn1	-3	12	-10	10	10	2	-9	2
4	CC(Cn1nnc2ccccc21)C(=O)O (stereo not given)	0	11	-3	-8	-107	12	-3	8
5	Cc1ncc([N+](=O)[O-])n1CC(=O)Nc1ccccc1	-1	-2	-15	-1	3	8	0	14
6	O=c1c2cc(NC(=S)N3CCCC3)ccc2nc2n1CCCCC2	2	22	-3	12	-4	-2	21	2
7	Cc1ccc(S(=O)(=O)N2CCN(C(=O)COC(=O)CSc3ccccc3)CC2)c(C)c1	7	-2	12	15	24	-6	-3	-4
8	COc1cccc(-c2nc3ccccc3s2)c1O	54*	-127	13	-125	15	-12	-93	1
9	COCCNC(=O)C(c1ccc(F)cc1)N(Cc1ccccc1)C(=O)CCC(=O)Nc1nccs1 (stereo not given)	8	18	5	10	5	3	-10	6
10	CCN(C(=O)CN1C(=O)c2ccc([N+](=O)[O-])cc2C1=O)C1CCCCC1	5	11	-3	13	10	-5	-5	-5
11	O=C(NCC1CC1)c1cccc2c1C(=O)c1ccc(N3CCCC3)cc1S2(=O)=O	-1	-9	9	-9	4	7	-8	-119
12	Cc1cc(O)c(C(C)C)cc1NC(=O)c1cccc(Cl)c1	2	4	-6	6	9	0	6	11
13	CCC(=O)N1CCN(c2ccc(NC(=O)c3cc4ccccc4o3)cc2)CC1	-11	10	-9	2	4	-12	7	-6
14	COc1ccc(CNC(=O)COC(=O)c2n[nH]c3ccccc23)cc1OC	-16	-23	2	11	6	18	-6	-11
15	CCOC(=O)Cc1csc(NS(=O)(=O)c2ccc3ccccc3c2)n1	-13	-12	-10	5	7	3	5	-14
16	CCOC(=O)c1c(-c2ccco2)csc1NC(=O)CSc1nnc(N)s1	-1	-16	-1	20	-2	16	-7	1
17	Cc1ccc(S(=O)(=O)N2CCOCC2)cc1NC(=O)COC(=O)c1ccc(Br)cc1	0	10	-2	-1	20	13	11	-6
18	CCOC(=O)c1cc(C)n(S(=O)(=O)c2ccc(C)cc2)c1C	-4	-8	4	4	8	7	2	3
19	Cc1cccc(CC2CC(=O)N(c3ccc([N+](=O)[O-])cc3)C2=O)c1 (stereo not given)	-1	3	-4	8	4	16	1	-9
20	COc1ccccc1CNC(=O)C1CCN(C(=O)c2sccc2-n2cccc2)CC1	6	-6	-8	7	-1	26	-4	-1
21	CCOc1ccc(-c2nnn(CC(=O)NCc3ccc4c(c3)OCO4)n2)cc1	8	-38	-3	-5	-11	14	3	-14
22	CCc1ccc(/C=C2/SC(=S)N(CCC(=O)Nc3cccc(C(=O)O)c3)C2=O)cc1	79*	50*	-2	-9	13	18	30	-37
23	COc1ccc(NC(=O)c2ccc3nccnc3c2)cc1	1	-52	-4	-77	-10	-3	6	-1
24	Cc1ccccc1S(=O)Cc1ccc(C(=O)N2CCN(C(=O)c3ccco3)CC2)o1 (stereo not given)	9	-5	10	8	-9	-12	-22	10
25	COc1ccccc1CP(=O)(c1ccccc1)c1ccccc1	-2	17	-21	-4	9	1	-2	2

# Brought forward from above: 2 entries, followed by the next part.
nr	structure	SENP8 block	697 NFkB inh	EBI2 antag	Jurkat NFkB inh	Apaf1 inhib	CCR6 antag	Gli-Sufu antag	UBC13 inh
24	Cc1ccccc1S(=O)Cc1ccc(C(=O)N2CCN(C(=O)c3ccco3)CC2)o1 (stereo not given)	9	-5	10	8	-9	-12	-22	10
25	COc1ccccc1CP(=O)(c1ccccc1)c1ccccc1	-2	17	-21	-4	9	1	-2	2
26	CCOc1ccc2nc(NC(=O)CS(=O)(=O)c3ccc(C)cc3)sc2c1	2	-19	-10	1	3	4	-17	-1
27	[O-][n+]1c2c(nn1-c1ccccc1)/C(=N/O)CCC2	0	24	-17	-2	-4	-9	-6	10
28	CCC(C)N(C(=O)COC(=O)C1C(C(=O)OC)=C(C)NC(C)=C1C(=O)OC)C1CCS(=O)(=O)C1 (stereo not given)	8	12	-18	10	-8	-1	5	-3
29	N#CC(C(=O)Nc1cccc(Cl)c1)=C1Nc2ccccc2N1	-1	15	4	-7	-7	-5	-3	5
30	CC(C)c1cc(C(=O)N/N=C/C=C/c2ccccc2)n[nH]1	2	-8	-9	-1	-6	8	3	-10
31	Cc1ccccc1CSc1nnc(-c2ccccc2)c(=O)[nH]1	-3	12	-4	5	3	8	-1	-4
32	CCc1ccccc1-n1nnnc1SCC(=O)Nc1cc(C)on1	1	10	-4	-7	2	14	3	6
33	O=C1C=C(c2ccc(F)cc2OCc2ccccc2)C[C@@H](c2ccc3c(c2)OCO3)C1	-8	4	23	-8	20	23	-1	-20
34	Cc1ccc(OCCCn2cc(C#N)c3ccccc32)cc1	-1	-35	17	-10	25	4	2	1
35	CNC(=S)NNC(=O)c1ccc(=O)n(Cc2ccc(Cl)cc2Cl)c1	-3	-23	6	3	2	4	22	-8
36	Cc1cccc(NC(=O)c2ccc(S(=O)(=O)N(C)C)cc2)c1	-5	-2	4	-8	11	10	-7	-4
37	Cc1ccc(SCc2cn3ccccc3n2)cc1	10	-124	1	-94	-1	5	-64	-8
38	O=S(=O)(c1ccc(Oc2ccc(Cl)cc2)c(S(=O)(=O)N2CCCCC2)c1)N1CCCCC1	-3	1	10	6	25	5	13	-6
39	COc1ccccc1CNC(=O)c1ccc(-c2ccccc2)cc1	1	-26	14	-1	11	5	-3	-1
40	CCCCc1nc(SCC(=O)Nc2ccc(S(N)(=O)=O)cc2)n[nH]1	11	8	-9	6	-4	10	4	0
41	CC(C)(C)OC(=O)N[C@@H](COCc1ccccc1)C(=O)N[C@@H](CO)[C@H](O)[C@@H]1C[C@@H]1C(=O)N1CCCC1	-12	-26	-4	-6	1	-1	3	-3
42	Cc1ccc(N2CC(C(=O)OCC(=O)NNC(=O)c3ccccc3)CC2=O)cc1 (stereo not given)	-8	-35	-21	-10	-11	7	-7	-7
43	O=C(Nc1cccnc1)c1cc(-c2cccs2)on1	51*	20	-5	15	-12	-6	1	-3
44	COC(=O)c1scc(S(=O)(=O)C(C)C)c1N/N=C(\C#N)C(=O)c1ccc(Cl)cc1	0	9	0	2	1	27	16	-14
45	O=S(=O)(NC1CCCCCCC1)c1ccccc1	-12	9	0	0	5	6	21	-4
46	COCCNc1nnc(Cc2ccccc2)c(=O)[nH]1	8	12	-10	14	-2	2	26	-1
47	Cc1nnc(SCc2ccccc2)n1N	-1	-15	-5	-6	-8	3	5	1
48	COc1ccc(S(=O)(=O)NCCCCC(=O)O)cc1C(=O)O	-10	12	6	-10	-7	-4	41	-7
49	Cc1nc(SC(C)C)[nH]c(=O)c1Cc1ccccc1	5	8	0	3	13	3	-4	-6
50	NS(=O)(=O)c1ccc(CCNC(=O)CSc2ccsc2[N+](=O)[O-])cc1	6	2	2	-9	-7	5	-2	-3

# Three compounds already listed, arranged by SMILES length, ascending.
nr	structure	SENP8 block	697 NFkB inh	EBI2 antag	Jurkat NFkB inh	Apaf1 inhib	CCR6 antag	Gli-Sufu antag	UBC13 inh
8	COc1cccc(-c2nc3ccccc3s2)c1O	54*	-127	13	-125	15	-12	-93	1
36	Cc1cccc(NC(=O)c2ccc(S(=O)(=O)N(C)C)cc2)c1	-5	-2	4	-8	11	10	-7	-4
13	CCC(=O)N1CCN(c2ccc(NC(=O)c3cc4ccccc4o3)cc2)CC1	-11	10	-9	2	4	-12	7	-6

# Further entries.
nr	structure	SENP8 block	697 NFkB inh	EBI2 antag	Jurkat NFkB inh	Apaf1 inhib	CCR6 antag	Gli-Sufu antag	UBC13 inh
51	NC(=O)C1CCN(C(=O)CSCc2ccccc2Cl)CC1	-5	3	-2	9	-1	6	14	4
52	Cc1noc(-c2ccccc2)c1NC(=O)Nc1ccc(Cl)cc1	-5	5	0	-2	-2	10	4	0
53	O=C(c1cc(-c2ccc(O)cc2)on1)N1CCN(c2ccc(F)cc2)CC1	-12	-55	2	14	7	10	-10	1
54	NC(=O)Cc1ccc(C(=O)c2ccccc2F)s1	1	-6	7	-7	-1	5	-6	5
55	O=C(Cc1coc2ccc3ccccc3c12)N1CCCC1	-17	19	-2	-9	8	-3	20	10
56	COc1cc(NC(=O)c2cc(C)nc3ccccc23)cc(OC)c1	-10	11	1	-3	8	8	18	-7
57	O=C(Nc1ccccc1N1CCCCC1)c1ccc(F)cc1	2	-8	-9	5	10	11	-3	-2
58	O=C(Cn1ncn2c(cc3ccccc32)c1=O)NCCc1cccs1	-8	6	1	3	-392	8	-13	8
59	O=C(O)c1ccc2c(c1)C(=O)N(CCC1=CCCCC1)C2=O	-12	-6	2	6	5	0	-4	-9
60	O=C(CN1CCN(C(=O)c2ccc(OCc3cn4ccccc4n3)cc2)CC1)Nc1cccc(F)c1	-1	-19	-8	0	21	5	6	-2
61	Cc1nccn1CCc1n[nH]c(=S)n1Cc1ccccc1	6	3	-7	16	-21	-8	-20	1
62	CC(=O)Nc1ccc(S(=O)(=O)C(C#N)c2nc3ccccc3nc2NCCCO)cc1 (stereo not given)	-5	2	-2	3	8	4	8	-1
63	O=C(CN1CCCc2ccccc21)Nc1cccc(S(=O)(=O)N2CCOCC2)c1	-3	-1	-8	0	11	15	2	3
64	Cc1nc(N2CCC(C(N)=O)CC2)c2c(-c3cccs3)csc2n1	0	-73	-1	1	2	6	-1	-17
65	COc1ccccc1C(=O)NC(=S)/C=C1/N(C)c2ccccc2C1(C)C	4	-10	18	26	23	39	78*	-32
66	O=C(Nc1ccc(Cl)c(S(=O)(=O)N2CCOCC2)c1)c1cn2ccccc2n1	0	-13	0	-7	10	7	6	-6
67	Cc1ccccc1NS(=O)(=O)c1nnc(NC(=O)c2ccccc2C)s1	7	4	-11	3	10	18	-1	-8
68	N#C/C(C(=O)NCc1ccco1)=C1/SC(Cc2ccc(Cl)cc2)C(=O)N1c1ccccc1 (stereo not given)	-8	9	4	10	12	19	5	-3
69	Cc1scc(C(=O)N2CCN(S(C)(=O)=O)CC2)c1-c1ccccc1	-2	-4	-8	19	0	1	8	-8
70	CCOC(=O)c1cnc(-n2[nH]c(C)cc2=O)[nH]c1=O	-5	2	-2	-7	-2	17	1	23
71	COc1ccc(-c2nnc(NC(=O)c3ccc(S(=O)(=O)N4COCC4(C)C)cc3)o2)cc1	-5	-53	6	-11	12	25	19	-30
72	COc1ccc(CC(=O)NC(C)CCc2ccccc2)cc1OC (stereo not given)	4	2	5	-16	-2	-3	-1	8
73	COc1cc(/C=C(/C#N)c2ccccc2F)ccc1OCc1ccccc1	-9	-6	23	-24	8	4	-7	5
74	O=C(NCc1ccc2c(c1)OCO2)NC1CCCCC1	-5	14	-4	-10	11	2	-28	4
75	COCCNC(=O)CSc1nc2cc(OC)c(OC)cc2c(=O)n1Cc1ccco1	0	19	9	5	-7	-2	26	3

# Continued.
nr	structure	SENP8 block	697 NFkB inh	EBI2 antag	Jurkat NFkB inh	Apaf1 inhib	CCR6 antag	Gli-Sufu antag	UBC13 inh
76	Cc1cc(-n2cnc3c(=O)[nH]cnc32)ccc1N	-4	6	-11	-24	9	-10	-6	-4
77	Cc1ccc(OCC(=O)N(Cc2cccs2)C2CCS(=O)(=O)C2)cc1C (stereo not given)	6	2	3	-6	-17	11	x	-4
78	O=C(c1ccco1)N1CCCC(c2nc(-c3ccc(S(=O)(=O)NCc4ccccc4)cc3)no2)C1 (stereo not given)	-9	-12	8	25	25	7	17	2
79	CCCn1cc(S(=O)(=O)c2ccccc2)c(=O)c2cc(OC)c(OC)cc21	1	17	-10	-5	-5	1	-7	1
80	CCOc1ccc(C(=O)CCC(=O)N2CCN(c3ccc(O)cc3)CC2)cc1	-13	-31	-12	-15	6	-8	3	-13
81	O=C(O)CSCC(=O)c1ccccc1	4	14	-6	1	-31	12	1	8
82	CN(Cc1ccccc1)C(=O)c1ccc(NC(=O)Cc2cccc(NC(=O)C3CCCN(C(=O)C4CCCC4)C3)c2)cc1 (stereo not given)	-3	-24	-12	-13	31	6	10	-9
83	C=CCN(CC=C)C(=S)NC(=O)c1ccc(OC)cc1	-13	1	-4	7	10	24	21	7
84	COc1cc(S(=O)(=O)NC2CCCCC2)c(C)cc1C	4	-14	1	-23	12	4	6	5
